SIRT5 inh: SIRT5 desuccinylase inhibitors, primary screen, biochemical, fluorescence imaging, single point, set 5; NAD-dependent protein deacylase sirtuin-5, mitochondrial (Homo sapiens), Q9NXA8; Purified SirT5, succinyl-peptide AMC, trypsin-coupled fluorescence; inhibition, % at 15 µM; 330,000 compounds, 1.1% hits; in the data active = inhibition above about 15%; inconclusive = no clear call, values can overlap the other calls
Target sequence (Q9NXA8 whole entry, looked up): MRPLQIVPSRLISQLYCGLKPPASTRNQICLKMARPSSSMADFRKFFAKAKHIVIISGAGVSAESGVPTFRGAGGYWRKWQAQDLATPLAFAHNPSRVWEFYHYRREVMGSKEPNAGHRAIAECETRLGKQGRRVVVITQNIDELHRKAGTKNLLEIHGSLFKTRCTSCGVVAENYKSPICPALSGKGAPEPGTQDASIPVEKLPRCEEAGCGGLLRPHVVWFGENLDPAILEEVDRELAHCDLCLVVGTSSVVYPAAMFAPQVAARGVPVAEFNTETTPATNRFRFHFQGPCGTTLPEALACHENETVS
S100A4 inh HTS: inhibitors of S100A4-myosin IIA peptide binding, primary screen, biochemical, fluorescence polarization, TAMRA-MyoIIA peptide. Protein S100-A4 (Homo sapiens), P26447. inhibition, % at 10.7 µM. 360,000 compounds, 0.14% hits;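 active = mean inhibition of at least 70% across replicates, with every replicate also reaching that level; inconclusive = mean inhibition reaches 70% but some replicates fall short; inactive = mean inhibition below 70%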
Target sequence (P26447 whole entry, looked up): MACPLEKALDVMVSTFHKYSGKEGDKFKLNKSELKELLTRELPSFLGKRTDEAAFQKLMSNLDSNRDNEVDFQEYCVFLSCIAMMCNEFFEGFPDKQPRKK
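Test system: S100A4 monomer protein; Medium: HEPES pH 7.2 with CaCl2, KCl, NaCl, DTT, Triton; Probe or stimulus: TAMRA-labelled myosin IIA heavy-chain peptide probe, 5 nM; Doses: one dose per compound; Times: polarization read 5 min after assay mix addition, stable 5–60 min; Benchmarks: neutral control DMSO, positive control TFP.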
PglD inh: C. jejuni PglD acetyltransferase inhibitors, primary screen, biochemical, DTNB colorimetric, single point; UDP-N-acetylbacillosamine N-acetyltransferase PglD (Campylobacter jejuni); purified PglD enzyme, DTNB colorimetric CoA detection; inhibition, % at 12.5 µM; 360,000 compounds, 0.098% hits; in the data active = inhibition above about 16%, passing the limit was not always enough; inconclusive = no clear call, values can overlap the other calls; also: strong numbers were not always called active
DENV2 CPE rescue: inhibitors of DENV2 cytopathic effect, primary screen, cell-based, plate reader, single concentration; DENV2-infected cells, cytopathic effect rescue; CPE inhibition, % at 9.99 µM; 350,000 compounds, 1.7% hits; in the data active = CPE inhibition above about 20%, passing the limit was not always enough; inconclusive = no clear call, values can overlap the other calls; tested in BHK-21 cells;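 also: 0% = median of neutral control wells and 100% = median of positive control wells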
C2C12 statin: suppressors of statin myotoxicity in C2C12 myotubes, primary screen, cell-based, single point, plate reader. C2C12 myotubes + simvastatin, ATP luminescence, 48 h; scaled: DMSO 0, geranylgeraniol control 100. rescue of ATP level, % at 7.49 µM. 330,000 compounds, 0.78% hits. AID 602340, 2012;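 active = mean ATP rescue above about 67%, or every replicate alone reaching that limit, limit read from the data, passing the limit was not always enough; inconclusive = no clear call, values can overlap the other calls; inactive = mean under the limit and some replicate under it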;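 also: myotubes were challenged with 10 µM simvastatin during compound exposure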
ERp5 block: inhibitors of ERp5-driven insulin aggregation, primary screen, biochemical, turbidity, absorbance 650 nm, single point; Protein disulfide-isomerase A6 (Homo sapiens), Q15084; 90 min; inhibition, % at 9.99 µM; 350,000 compounds, 0.05% hits; AID 651711, 2012;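 active = mean replicate inhibition above about 25%, with every replicate also reaching it, limit read from the data, passing the limit was not always enough; inconclusive = only one of those two criteria met; inactive = neither criterion met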
E-sel inducer: E-selectin induction in HUVECs, primary screen, imaging, HUVEC, immunofluorescence imaging, single point. 260,000 compounds, 0.37% hits. normalized: neutral wells 0, TNF-alpha wells 100. activation, % at 7.58 µM. P16581. AID 686992, 2013;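 active = mean E-selectin-positive cell signal at least 10% of the positive control, reached in at least 60% of replicates, without over 20% cell loss; inconclusive = no rule given, readout overlaps actives, possibly toxicity-flagged; inactive = the rest, including those meeting only one limit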;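 also: in these data hits start at about 27%; measured in HUVEC primary endothelial cells; signal is the percent of cells scored E-selectin positive by PE staining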
Target sequence (P16581 whole entry, looked up): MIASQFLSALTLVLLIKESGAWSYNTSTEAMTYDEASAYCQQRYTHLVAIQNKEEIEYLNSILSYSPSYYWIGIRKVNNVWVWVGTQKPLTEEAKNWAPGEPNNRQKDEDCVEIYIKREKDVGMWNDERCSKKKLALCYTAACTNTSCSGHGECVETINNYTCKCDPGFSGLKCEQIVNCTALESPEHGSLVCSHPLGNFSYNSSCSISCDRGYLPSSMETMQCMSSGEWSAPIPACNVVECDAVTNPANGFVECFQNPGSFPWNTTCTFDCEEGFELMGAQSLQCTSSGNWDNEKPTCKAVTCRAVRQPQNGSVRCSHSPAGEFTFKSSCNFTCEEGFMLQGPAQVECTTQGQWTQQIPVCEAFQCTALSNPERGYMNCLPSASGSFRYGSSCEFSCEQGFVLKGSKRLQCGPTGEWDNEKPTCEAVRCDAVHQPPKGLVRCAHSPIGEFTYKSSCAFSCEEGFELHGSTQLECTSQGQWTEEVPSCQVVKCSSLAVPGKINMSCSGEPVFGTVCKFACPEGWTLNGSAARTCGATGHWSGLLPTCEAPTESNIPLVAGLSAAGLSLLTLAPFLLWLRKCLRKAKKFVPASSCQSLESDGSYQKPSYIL
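material = human umbilical vein endothelial cells (HUVEC), E-selectin induction | quantity = 3,000 cells/well | medium = EGM-2 growth medium on 0.1% gelatin-coated wells | technique = immunofluorescence imaging | read-out basis = % PE-positive cells | control set = TNF-alpha positive control, DMSO neutral control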
* = called active by the depositor; ? = inconclusive; · = not tested or not shown; & = joins results of further samples.

SMILES	SIRT5 inh	S100A4 inh HTS	PglD inh	DENV2 CPE rescue	C2C12 statin	ERp5 block	E-sel inducer
CCCNC(=O)[C@H]1[C@H](CO)[C@H]2Cn3c(ccc(C4=CCCC4)c3=O)[C@@H]1N2CCC(F)(F)F	-18	0	-1	-5	2	2	0.0
CO[C@@H](CN(C)S(=O)(=O)c1ccccc1)[C@H](C)CN(Cc1ccccc1Cl)[C@H](C)CO	-2	0	-1	0	-7	3	0.0
CCn1c(SCC(=O)N2CC(C)OC(C)C2)nc2c([nH]c3ccccc32)c1=O (configuration not stated)	-14	-3	-3	5	10	-2	0.2
CCc1n[nH]c(=S)n1N=C1CCC(C)CC1 (configuration not stated)	-1	-5	10	0	·	-2	-0.1
C[C@@H]1CN([C@@H](C)CO)C(=O)Cc2cc(N(C)C)ccc2O[C@@H]1CN(C)S(C)(=O)=O	·	-2	1	17	-19	1	-0.1
CC1CCN(CC[C@H]2CCCN2S(=O)(=O)c2cccc(O)c2)CC1	0	2	-2	0	4	0	0.3
Clc1cccc(OCCN2CCNCC2)c1	0	2	·	1	·	2	·
COc1cc(NC(=O)c2ccccc2)c(OC)cc1NC(=O)Cc1ccccc1	-2	3	3	19	-12	-2	·
COCC(=O)Nc1ccc2c(c1)[C@@H]1C[C@H](CC(=O)NCc3ccc(OC)cc3)O[C@@H](CO)[C@@H]1O2	-4	6	1	?	9	4	-0.4
Cc1ccccc1OCc1nnc(SCC(=O)O)n1-c1cccc(Cl)c1	2	0	5	-1	0	-2	0.0
O=C(COC(=O)CCCNC(=O)c1ccc(Cl)cc1)Nc1cc(Cl)ccc1Cl	-6	-18	-2	-8	·	0	·
COc1ccc(C(CCNC(C)c2ccccc2)C(C)C)cc1 (configuration not stated)	4	-11	-3	-11	·	1	·
Cc1cc(NC(=O)COC(=O)c2ccc(C)c(C)c2)no1	·	1	1	2	-8	0	0.3
CCc1c(C)sc2nc(C(C)C)nc(SCC(=O)N3CCc4ccccc4C3)c12	-1	-3	·	-2	·	-3	·
O=C(COC(=O)CC1CCCC1)Nc1ccc(Cl)cn1	4	-2	-7	1	0	-5	·
CN1CCC(N(C)S(=O)(=O)c2ccc(NC(=O)COc3ccc(F)cc3)cc2)CC1	-3	-20	-4	16	-4	0	·
CCOC(=O)c1c(C)c(C(=O)NC(C)COC)c(C)n1CC (configuration not stated)	-9	-3	0	-3	10	-3	·
CN(C)c1ccc(P(=O)(Nc2ccc([N+](=O)[O-])cc2)N2CCOCC2)c(NC(=O)c2cccs2)c1 (configuration not stated)	-3	4	·	1	·	-5	0.1
Cc1cc2oc(=O)cc(CN3CCC(C)CC3)c2cc1C	-1	-16	6	2	-7	-1	0.7
C[C@@]12C(=O)N(CCc3c[nH]c4ccccc34)CC(=O)N1[C@H]1c3ccccc3OC[C@@H]1[C@@H]2c1ccccc1	·	2	3	54*	-2	-1	0.1
COC(=O)c1ccc2c(CCO)c[nH]c2c1	·	-8	-3	-6	-2	0	-0.2
COc1cccc(C(=O)N2C[C@H]3[C@@H](c4ccccc42)[C@@H](CO)N3C(C)=O)c1	2	7	-5	?	-5	3	-0.3
O=C(C[C@@H]1CC[C@H]2[C@@H](COC[C@@H](O)CN2Cc2nccs2)O1)N1CCC(Cc2ccccc2)CC1	2	5	0	-4	19	0	0.2
COc1ccc(Br)c(C(=O)OCc2cc(=O)oc3cc(C)ccc23)c1	-4	1	-6	0	-13	3	0.0
CC1(C)CC(NC(=O)c2ccccc2)CC(C)(C)N1	-4	1	-8	5	12	1	·
CCOC(=O)C1CCCN(C(=O)C2CCN(S(=O)(=O)c3ccc(Cl)c(C(F)(F)F)c3)CC2)C1 (configuration not stated)	-2	0	5	-1	0	5	-0.3
CC(C)(C)C(=O)c1c(N)[nH]c(C(=O)c2ccccc2)c1-c1c(F)cccc1F	2	-8	·	?	·	-2	0.0
CCc1ccc(CN(C)CC(O)COc2cccc3ccccc23)cc1 (configuration not stated)	5	0	-2	5	-7	1	·
C/C=N\NC(=O)CNC(=O)CNC(=O)c1ccccc1	-2	0	·	4	·	0	-0.1
CN(C)C(=O)[C@H]1[C@H](CO)[C@H]2Cn3c(ccc(/C=C/c4ccccc4)c3=O)[C@H]2N1C(=O)c1cccnc1	-56	-7	1	-3	18	6	0.0
CC(=O)N1c2ccc(S(=O)(=O)NCCC(=O)Nc3ccc(C)cn3)cc2CC1C (configuration not stated)	-5	-1	·	-2	10	11	0.2
C[C@H](CO)N1C[C@H](C)[C@H](CN(C)C(=O)Nc2ccccc2)OCCCC[C@H](C)Oc2ccc(NC(=O)Nc3ccccc3)cc2C1=O	8	-5	-2	1	·	0	0.5
COc1cccc(NC(=O)C2(C)CCN2C(=O)Cc2cccc3ccccc23)c1 (configuration not stated)	-3	16	5	17	8	1	-0.3
COCCn1cnnc1SCC(=O)Nc1cccc(S(=O)(=O)N2CCCCC2)c1	-3	-1	-4	-7	-3	1	·
CC(NC(=O)c1cc(S(=O)(=O)N2CCCC2)cn1C)c1ccccc1 (configuration not stated)	0	1	2	-3	-5	1	-0.1
Cc1cc(OCc2cc(C(=O)N(C)CCc3cnn(C)c3)no2)cc(C)c1Cl	1	3	0	-4	-2	10	2.8
Nc1cc(N)cc(C(=O)c2ccccc2)c1	-1	-5	-1	-2	0	1	0.3
CCC(NC(=O)c1ccccc1NC(=O)c1ccccc1)C(=O)O (configuration not stated)	-6	1	6	2	-14	2	·
CCN(CC)C(=O)COC(=O)c1ccc(C)c(NC(=O)c2ccco2)c1	5	-12	·	-3	·	-4	0.9
Cc1ccccc1N1C(=O)CC2(CCCC2)CC1=O	-1	-3	-2	7	-4	4	·
CC1Cc2ccccc2N1C(=O)COC(=O)c1ccc(O)cc1 (configuration not stated)	-1	2	2	0	-7	-1	0.0
COc1ccc(C(=O)CSC2=NS(=O)(=O)c3cc(Cl)ccc3N2)cc1	-2	-17	-2	-2	·	4	·
COc1ccc(C(=O)NCCc2ccc(F)cc2)cc1OC	-2	3	-2	3	12	4	·
Cc1ccc(S(=O)(=O)Nc2cccc3c2O[C@H](CN(C)C(=O)Nc2cccc4ccccc24)[C@H](C)CN([C@H](C)CO)C3=O)cc1	-5	5	-10	-7	18	-1	1.6&-0.1
Brc1ccc(COc2ncnc3ccccc23)cc1	-2	-5	·	0	·	-1	·
CN(Cc1cc(-c2ccccc2)on1)C(=O)c1cc(COc2c(F)cccc2F)on1	-1	-4	-2	-6	-42	-1	-0.1
COc1ccc2[nH]c(O)c(N=NC(=N)N)c2c1	-1	40	·	1	·	-8	-0.2
C[C@@H]1CN([C@@H](C)CO)C(=O)c2cc(NS(=O)(=O)c3cccs3)ccc2O[C@@H]1CN(C)CC1CCCCC1	0	26	-2	8	-12	-4	0.7
C[C@@H]1CN([C@H](C)CO)S(=O)(=O)c2ccc(Br)cc2O[C@H]1CN(C)C(=O)Nc1cccc(F)c1	0&-3	-1&0	-1	?	-7&-25	0&1	1.7&-0.5
O=C(CN(c1cccc(C(F)(F)F)c1)S(=O)(=O)c1ccc(Cl)c([N+](=O)[O-])c1)NCc1ccc(F)cc1	·	·	-5	·	-6	·	0.0

Next compounds
SMILES	SIRT5 inh	S100A4 inh HTS	PglD inh	DENV2 CPE rescue	C2C12 statin	ERp5 block	E-sel inducer
COc1ccc2sc(-c3ccccc3OC)c(-c3ccc(OCCN4CCCC4)cc3)c2c1	·	-11	-3	-8	-194	5	·
O=C(NC1CCN(C(=S)Nc2ccccc2Cl)CC1)C1CCCCC1	-4	2	1	6	-4	-2	·
O=C(CCC(=O)c1ccccc1)NCc1cccc(C(F)(F)F)c1	-2	-4	-1	-5	1	3	·
C#CCOCCOCCOCCNc1nc(N2CCN(C(=O)[C@H](CCCCN)n3cc(CCCC)nn3)CC2)nc(N2CCN(C(=O)[C@H](CCCCN)n3cc(CCCC)nn3)CC2)n1	·	-4	5	-15	14	3	·
NC(=O)C1(Nc2ccc(Cl)cc2)CCCC1	·	4	-4	-4	1	3	1.0
Cc1nc(NC(=O)COC(=O)[C@@H](NC(=O)c2ccco2)C(C)C)c(Cl)cc1Cl	-2	-10	-2	-1	2	-2	5.5
O=C(CN1c2cccc3cccc(c23)S1(=O)=O)Nc1cccc(S(=O)(=O)N2CCOCC2)c1	-7	-2	3	12	0	-1	-0.2
C[C@H](CO)N1C[C@H](C)[C@H](CN(C)Cc2ccc(C(=O)O)cc2)Oc2ccc(NC(=O)Cc3cn(C)c4ccccc34)cc2CC1=O	9	13	3	8	-6	7	-0.6
O=C1NC(=S)S/C1=C\c1cc2ccccc2nc1N1CCCCC1	10	-1	-10	7	·	1	·
Cn1cc(S(=O)(=O)Nc2ccc(OC(F)(F)F)cc2)c(=O)n(C)c1=O	3	2	6	3	·	5	4.1
CO[C@H]1CN(C)C(=O)c2cc(NC(=O)CC(F)(F)F)ccc2OC[C@H](C)N(C(C)=O)C[C@H]1C	2	-8	·	-5	·	11	0.1
O=C(Nc1ccccc1Cl)c1ccc(C(=O)Nc2ccccc2Cl)cc1	-2	5	·	1	·	-10	6.4
O=C1Cc2cc(S(=O)(=O)NCc3ccccc3Cl)cc3c2N1CCC3	-1	1	-2	-2	2	-3	·
COc1ccc(N(CC(=O)NC(C)(C)C)S(=O)(=O)c2ccccc2)cc1OC	0	-1	·	3	·	-3	·
CO[C@@H]1CN(C)C(=O)c2ccc(NC(C)=O)cc2OC[C@H](C)N(Cc2ccccc2F)C[C@H]1C	-3	-21	-2	-5	-1	5	0.0
CCCCn1c(CN2CCOCC2)nc2c1c(=O)n(C)c(=O)n2C	-8	-1	3	0	9	13	1.1
Clc1ccc(-n2nnc(-c3cccnc3)n2)cc1Cl	-1	-11	-2	·	-5	5	0.3
O=C(COc1ccccc1-c1ccccc1)NCc1ccco1	0	-6	·	-2	·	0	·
CO[C@H]1CN(C)C(=O)c2cc(NC(=O)c3ccccc3F)ccc2OC[C@H](C)N(C(=O)c2ccccc2F)C[C@H]1C	-2	-25	-1	-2	-7	-10	0.0
O=S(=O)(c1ccc(N2CCN(Cc3ccccc3)CC2)nc1)N1CCCC1	0	0	3	-1	-2	2	0.0
O=C(Nc1ccc2c(c1)[C@H]1C[C@H](CC(=O)N3CCOCC3)O[C@H](CO)[C@H]1O2)C1CCOCC1	2	3	-3	20	4	-8	-0.4
CO[C@@H]1CN(C)C(=O)c2cc(NC(=O)C3CCCC3)ccc2OC[C@H](C)N(C(=O)CC2CC2)C[C@@H]1C	2	-8	1	-1	11	-3	-0.1
O=[N+]([O-])c1ccc(C[n+]2cccc3c4ccccc4ccc32)cc1	-6	-2	·	-4	-60	-4	-2.2
CCOc1ccc(S(=O)(=O)NCC(=O)OCc2nnc(-c3ccccc3)o2)cc1	-1	-1	2	-2	2	-10	0.3

Screening results deposited in PubChem BioAssay by Broad Institute.

Only part of the results is shown. The share of hits here may be higher or lower than overall.
